# Casp6 inh = blocks human caspase-6 cleavage activity | P55212 | purified caspase-6, Z-VEID-R110 cleavage fluorescence | inhibition, % at 12.5 µM | 0.53% of 350,000 active;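 active = mean inhibition across replicates at least about 35%, with every replicate also reaching that limit, limit read from the data; inconclusive = only one of the two criteria met; inactive = neither criterion met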;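 also: 0% = median of neutral control wells and 100% = no fluorescence left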
# Target sequence (P55212 24-179 limits assumed): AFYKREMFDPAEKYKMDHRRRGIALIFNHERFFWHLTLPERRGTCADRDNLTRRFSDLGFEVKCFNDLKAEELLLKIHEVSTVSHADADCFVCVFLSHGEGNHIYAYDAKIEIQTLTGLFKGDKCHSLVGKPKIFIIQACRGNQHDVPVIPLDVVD
# Target sequence (P55212 194-293 limits assumed): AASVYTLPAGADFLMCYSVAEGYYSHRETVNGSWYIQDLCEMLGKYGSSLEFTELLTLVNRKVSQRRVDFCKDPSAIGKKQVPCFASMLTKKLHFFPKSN
# EWS-Fli inh = inhibitors of EWS/Fli oncoprotein transcriptional activity; A673 NR0B1-luciferase reporter, viability-normalised; inhibition, % at 12.6 µM; 0.67% of 350,000 active;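 active = mean inhibition of at least 50% after viability correction, with every replicate also passing that limit; inconclusive = mean reaches 50% but only one of two replicates passes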;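 also: firefly luciferase signal divided by Alamar Blue viability fluorescence both relative to DMSO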
# ARNT TACC3 PPI = disrupts binding between human ARNT and TACC3. Q9Y6A5. AlphaScreen His-ARNT PAS-B/GST-TACC3 binding, luminescence; TACC3 fragment carries E629A point mutation. inhibition, % at 9.99 µM. 0.66% of 390,000 active;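 active = mean inhibition of replicates at least 50% and at least half of replicates each reaching 50%; inconclusive = half or more replicates reach 50% but mean below 50%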;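 also: 0% = complete ARNT plus TACC3 wells and 100% = ARNT alone without TACC3; many hits fall short of the cut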
# SIRT5 block = inhibitors of human sirtuin-5 desuccinylase; Q9NXA8; Purified SirT5, succinyl-peptide AMC, trypsin-coupled fluorescence; inhibition, % at 15 µM; 1.1% of 330,000 active; AID 652115; in the data active = inhibition above about 15%; inconclusive = no clear call, values can overlap the other calls
# Target sequence (Q9NXA8 whole entry, looked up): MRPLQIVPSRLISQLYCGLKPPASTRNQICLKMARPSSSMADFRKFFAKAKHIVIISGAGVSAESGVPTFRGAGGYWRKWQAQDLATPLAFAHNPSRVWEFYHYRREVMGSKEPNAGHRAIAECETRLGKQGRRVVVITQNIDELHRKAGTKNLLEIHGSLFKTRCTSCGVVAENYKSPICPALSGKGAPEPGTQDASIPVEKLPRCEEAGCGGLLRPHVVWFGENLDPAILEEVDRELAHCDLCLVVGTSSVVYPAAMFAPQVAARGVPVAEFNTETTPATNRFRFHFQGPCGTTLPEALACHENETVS
# PAX8 reporter = inhibitors of PAX8 transcriptional activity in RMG-I cells; RMG-I TPO-luciferase reporter, SteadyGlo, 24 h; inhibition, % at 12.6 µM; 1.2% of 360,000 active; AID 652154;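 active = mean replicate inhibition at least 60% with every replicate also reaching 60%; inconclusive = only one of the two criteria is met; inactive = mean below 60% and not all replicates reaching 60%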;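 also: luciferase light reporting Pax8 driven TPO promoter activity; plate controls were median of neutral control wells for no effect and mitoxantrone controls for full effect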
# DENV2 CPE = protects cells from dengue virus 2 cytopathic effect; DENV2-infected cells, cytopathic effect rescue, plate reader; 1.7% of 350,000 active; CPE inhibition, % at 9.99 µM; in the data active = CPE inhibition above about 20%, passing the limit was not always enough; inconclusive = no clear call, values can overlap the other calls; tested in BHK-21 cells;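 also: 0% = median of neutral control wells and 100% = median of positive control wells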
# LGR2 inh = inhibitors of bursicon-induced Drosophila LGR2 receptor cAMP signaling; 0.35% of 380,000 active; inhibition, % at 9.99 µM; HEK293 LGR2, CRE-luciferase, bursicon-stimulated, 4 h; AID 720647;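 active = drop in luminescence signal, shown as inhibition above about 50% in the replicate tests, limit read from the data, passing the limit was not always enough; inconclusive = probably only some replicates passing the limit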;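 also: agonist challenge used bursicon conditioned medium at about half maximal strength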
# * = called active by the depositor; ? = inconclusive; . = no result given; & = joins results of further samples. Random draw from the library. About 4.9% of those tested had a hit in this group.
SMILES,Casp6 inh,EWS-Fli inh,ARNT TACC3 PPI,SIRT5 block,PAX8 reporter,DENV2 CPE,LGR2 inh
COc1ccc(CN(C(=O)c2oc3cc(C)ccc3c2C)C2CCS(=O)(=O)C2)cc1OC (stereo not given),2,11,2,6,11,-1,13
CO[C@H](CN(C)C(=O)Nc1ccc(C(F)(F)F)cc1)[C@@H](C)CN(Cc1ccccc1Cl)[C@@H](C)CO,-1,28,-2,14,.,14,30
CN(C(=O)COC(=O)COc1ccc2ccccc2c1)c1c(N)n(Cc2ccccc2)c(=O)[nH]c1=O,-2,2,13,-1,6,-6,-6
CC(C)C[C@@H](CNCC(=O)[C@H](Cc1c[nH]c2ccccc12)NC(=O)c1[nH]cnc1C(=O)N[C@@H](C)CN)NC(=O)c1nc[nH]c1C(=O)N[C@@H](Cc1ccccc1)C(=O)O,12,4,4,.,6,1,-5
Cc1c(Br)c([N+](=O)[O-])nn1CC(=O)Nc1nccs1,-5,7,1,-5,0,7,-11
CCCC#Cc1cnc2c(c1)C(=O)N([C@H](C)CO)C[C@@H](C)[C@H](CN(C)C(=O)C1CC1)O2,1,0,-7,-4,.,-13,-12
CO/N=C/NC(=O)c1c(OC)ccnc1Oc1ccc(F)cc1,0,6,2,1,.,6,-12
C[C@@H]1CCCCO[C@H](CN(C)Cc2ccc(Cl)c(Cl)c2)[C@@H](C)CN([C@@H](C)CO)C(=O)c2cc(NC(=O)Nc3ccccc3)ccc2O1,-1,17,-1,8,94*,-12,-21
Cc1cc(NS(=O)(=O)c2ccc(NC(=O)COc3cc(C)c(Cl)c(C)c3)cc2)no1,-1,7,-8,-3,4,?,-4
CS(=O)(=O)N(CC(=O)NCc1ccncc1)C1CCCCC1,-3,2,4,1,13,-1,-12
CCCN1[C@@H]2Cn3c(ccc(C4=CCCCC4)c3=O)[C@H]1[C@@H](C(=O)N1CCOCC1)[C@@H]2CO,2,-1,-5,-9,5,-4,-2
CCN1CCN(c2ncnc3scc(-c4ccc(C)c(C)c4)c23)CC1,3,6,2,-1,-10,0,-10
C[C@@H]1CN([C@@H](C)CO)C(=O)c2cccc(NS(C)(=O)=O)c2O[C@H]1CN(C)Cc1ccc(C(=O)O)cc1,-1&0,-10&-11,-5&-2,1,-97,?,-15&13
CCCNC(=O)Nc1ccc2c(c1)OC[C@H](C)NC[C@@H](C)[C@@H](OC)CN(C)C2=O,0,-5,8,-4,-12,-9,-1
COC(=O)[C@]1(C)N[C@H](c2ccc(-c3ccc(F)cc3)cc2)[C@@H]2C(=O)N(C)C(=O)[C@@H]21,3,-6,-2,.,-4,-3,.
CS(=O)(=O)N1[C@H](C#N)[C@H](c2ccc(C#CC3CCCCC3)cc2)[C@@H]1CO,1,-48,-5,10,-39,-22,-53
COc1ccc(NC(=S)N2CCCC2)c(OC)c1,-2,-11,-6,11,-9,8,5
CC(NC(=O)CCC(=O)c1cccs1)c1ccccc1 (stereo not given),4,1,-15,-6,9,8,-2
Cc1ccc(OCC(=O)Nc2ccc(S(=O)(=O)Nc3ccccn3)cc2)cc1C,4,3,-29,11,11,.,-16
Cc1nc(C(N)=O)nc2ccccc12,-2,0,2,-4,.,-13,-24
Nc1cc(S(=O)(=O)N2CCOCC2)ccc1N1CCOCC1,0,7,5,-4,-15,-2,-3
COc1ccccc1N=C1SCC(=O)N1Cc1ccco1,0,2,-3,-29,8,4,12
O=C(C[C@@H]1C=C[C@H](NC(=O)Nc2cc(F)ccc2F)[C@H](CO)O1)NCc1ccncn1,3,3,-14,-1,6,8,10
COc1ccc(-c2[nH]ncc2CN(C)C(C)c2ccon2)cc1F (stereo not given),12,5,3,0,12,-4,-27
Cc1ccc(CN2CCN(/N=C/c3cccnc3)CC2)c(C)c1,-5,-10,8,-3,9,1,-5
SMILES,Casp6 inh,EWS-Fli inh,ARNT TACC3 PPI,SIRT5 block,PAX8 reporter,DENV2 CPE,LGR2 inh
COc1ccc(N2CC(C(=O)N[C@H](C(=O)NC3CCCCC3)C(C)C)CC2=O)cc1 (stereo not given in full),1,-2,0,-3,-10,0,-4
O=C1CCc2cc(S(=O)(=O)N3CCC(C(=O)NCc4ccccc4Cl)CC3)ccc2N1,-1,9,-3,.,2,13,-11
O=C(CN1CCN(c2cccc(C(F)(F)F)c2)CC1)Nc1ccc2c(c1)OCCCO2,1,-4,.,-5,-17,0,17
COc1cc(C(=O)N2CCC(NC(=O)C(Cc3ccc(C)cc3)NC(C)=O)CC2)cc(OC)c1OC (stereo not given),-1,-6,1,0,.,-6,-18
O=c1[nH][nH]c(-c2ccccc2O)c1C(C[N+](=O)[O-])c1ccccc1 (stereo not given),.,.,9,.,8,.,-2
COc1cccc(NC(=O)CSc2ccc3nnc(-c4cccnc4)n3n2)c1,-4,.,5,1,-12,-5,2
Cc1sc2nc(CN3CCOCC3)nc(Cl)c2c1C,0,-7,0,-1,-6,-3,1
CCc1ccc(CNn2cnnc2SCC(=O)NC(C)(C)C)cc1,3,.,3,-2,-12,.,4
O=C(CN1c2cccc3cccc(c23)S1(=O)=O)NCc1ccccc1Cl,0,-17,.,-8,-8,15,-1
COc1ccc(S(=O)(=O)N(C)C[C@@H]2Oc3ccc(NC(=O)C4CCCCC4)cc3CC(=O)N([C@H](C)CO)C[C@@H]2C)cc1,1,5,-5,-8,5,6,-15
O=C(c1ccncc1)N1CCCC(N2CCN(c3cccc(C(F)(F)F)c3)CC2)C1 (stereo not given),0,4,1,-2,15,21*,3
CN(c1ccccc1)S(=O)(=O)c1ccc(C(=O)Nc2ncccc2O)cc1,8,2,7,0,.,-13,-7
CCCNC(=O)N1[C@H](CO)[C@H](c2ccccc2C2=CCCCC2)[C@@H]1C#N,-2,0,.,-1,.,-1,-23
C[C@H](CO)N1C[C@H](C)[C@H](CN(C)Cc2ccc(C(=O)Nc3ccccc3N)cc2)Oc2ccc(NC(=O)NC3CCCCC3)cc2CC1=O,-5,-4,.,6,-9,-11,-31
COc1ccccc1NC(=S)N(CCN1CCCCCC1)Cc1cccs1,.,5,-6,-1,-7,-1,10
COc1ccc(C(=O)N2CCC(C(=O)NC3CC3)CC2)cc1,.,-4,3,-3,7,-2,-7
O=C(OCC1CC(c2ccccc2)=NO1)c1ccc(Br)cc1 (stereo not given),-4,0,0,-3,32,?,-3
COc1ccc(-c2nc3cc(C)ccn3c2NC(=O)c2c(F)cccc2Cl)cc1,1,8,1,-1,-25,-3,10
Cc1ccccc1N1CC(O)(c2ccccc2)[N+]2=C1SCC2 (stereo not given),.,.,-30,.,8,.,-1
CCC(=O)Nc1nc(C)c(-c2csc(Nc3ccccn3)n2)s1,0,-51,0,2,-37,-6,-54
CCCNC(=O)N1CC2(C1)[C@H](c1ccccc1)[C@H](CO)N2Cc1ccccn1,0,0,.,1,2,12,-3
Brc1ccccc1C1Nc2cccc3cccc(c23)N1,-3,-1,2,4,-6,?,8
Cc1nn(Cc2ccccc2)c(C)c1NS(=O)(=O)c1ccccc1,4,-2,-3,-2,.,2,7
O=C(O)c1ccccc1NC(=O)C1CCN(S(=O)(=O)c2ccc3c(c2)OCCO3)CC1,-2,8,.,.,4,2,-1
Cc1ccc(NC(=O)CSc2nnc(C3CC3)n2C)cc1S(=O)(=O)N1CCCCC1,4,1,4,-2,21,4,-2
SMILES,Casp6 inh,EWS-Fli inh,ARNT TACC3 PPI,SIRT5 block,PAX8 reporter,DENV2 CPE,LGR2 inh
O=C(NCCc1ccccc1)c1ccc(Br)o1,1,-82,-11,.,-89,-11,-48
COc1ccc(CN(C)C[C@H]2Oc3c(NC(=O)Nc4cccc5ccccc45)cccc3C(=O)N([C@H](C)CO)C[C@H]2C)cc1,5,13,10,4,-10,-7,-11
Cc1cc(CNC(=O)C2(C(F)(F)F)CC(CCCO)CCCO2)nn1C (stereo not given),0,0,.,-8,-8,-2,8
Nc1ccccc1SCCS(=O)(=O)c1ccc(Cl)cc1,-5,-2,-24,-1,5,-2,12
C/C=C/c1cnc2c(c1)C(=O)N([C@@H](C)CO)C[C@H](C)[C@@H](CN(C)CC1CCCC1)O2,0,-4,-14,-7,-27,7,12
O=C1CCCN1C(=O)CSc1ccc2ccccc2n1,2,0,.,0,7,-2,-8
COc1ccc(Cc2nnc3sc(SCC(=O)Nc4ccccc4)nn3c2=O)cc1OC,-8,-5,63*,-1,12,?,-10
Cc1cc(NC(=O)CSc2ncnc3sc(C)c(C)c23)no1,-5,-1,-2,-5,3,7,6
Cc1noc(NS(=O)(=O)c2ccc(N/C=C\C(=O)c3cccc4ccccc34)cc2)c1C,31,-5,.,-1,-11,5,1
COc1ccccc1CCNC(=O)c1c(N)[nH]c(C(=O)c2ccccc2)c1-c1ccc(Br)cc1,-4,-9,.,-5,22,15,17
CCC(C)Sc1nc2c([nH]c3ccccc32)c(=O)n1C (stereo not given),-1,16,-11,-2,31,2,-14
C[C@@H]1CN([C@@H](C)CO)C(=O)c2cc(NC(=O)Cc3ccccc3)ccc2O[C@H]1CN(C)C(=O)Nc1ccc(F)cc1,2,1,-5,0,0,0,-9
O=C1C(Cl)=C(Oc2ccccc2)C(=O)c2ccccc21,5,35,24,.,13,-4,.
C[C@H]1CN([C@@H](C)CO)C(=O)c2cc(NC(=O)Cn3cnnn3)ccc2O[C@@H]1CN(C)S(=O)(=O)c1ccccc1,1,-12,.,1,.,-2,8
O=C(Nc1nnc(-c2ccccn2)o1)c1ccc(Br)cc1,2,2,24,1,.,15,.
CC(=O)Nc1ccc(C(=O)CSc2nccc(=O)[nH]2)cc1,-1,11,3,.,1,-3,6
COc1ccc(CCNC(=O)c2cc(C(=O)c3cc(Cl)ccc3O)cn(CCc3ccc(OC)cc3)c2=O)cc1,.,.,1,.,80*,.,6

# Nothing new here: entries from further up.
SMILES,Casp6 inh,EWS-Fli inh,ARNT TACC3 PPI,SIRT5 block,PAX8 reporter,DENV2 CPE,LGR2 inh
O=C1CCCN1C(=O)CSc1ccc2ccccc2n1,2,0,.,0,7,-2,-8
COc1ccc(Cc2nnc3sc(SCC(=O)Nc4ccccc4)nn3c2=O)cc1OC,-8,-5,63*,-1,12,?,-10
Cc1cc(NC(=O)CSc2ncnc3sc(C)c(C)c23)no1,-5,-1,-2,-5,3,7,6
Cc1noc(NS(=O)(=O)c2ccc(N/C=C\C(=O)c3cccc4ccccc34)cc2)c1C,31,-5,.,-1,-11,5,1
COc1ccccc1CCNC(=O)c1c(N)[nH]c(C(=O)c2ccccc2)c1-c1ccc(Br)cc1,-4,-9,.,-5,22,15,17
CCC(C)Sc1nc2c([nH]c3ccccc32)c(=O)n1C (stereo not given),-1,16,-11,-2,31,2,-14
C[C@@H]1CN([C@@H](C)CO)C(=O)c2cc(NC(=O)Cc3ccccc3)ccc2O[C@H]1CN(C)C(=O)Nc1ccc(F)cc1,2,1,-5,0,0,0,-9
O=C1C(Cl)=C(Oc2ccccc2)C(=O)c2ccccc21,5,35,24,.,13,-4,.
C[C@H]1CN([C@@H](C)CO)C(=O)c2cc(NC(=O)Cn3cnnn3)ccc2O[C@@H]1CN(C)S(=O)(=O)c1ccccc1,1,-12,.,1,.,-2,8
O=C(Nc1nnc(-c2ccccn2)o1)c1ccc(Br)cc1,2,2,24,1,.,15,.
CC(=O)Nc1ccc(C(=O)CSc2nccc(=O)[nH]2)cc1,-1,11,3,.,1,-3,6
COc1ccc(CCNC(=O)c2cc(C(=O)c3cc(Cl)ccc3O)cn(CCc3ccc(OC)cc3)c2=O)cc1,.,.,1,.,80*,.,6

# Compound activity from PubChem.
